Source: PubChem BioAssay
HTR5A inv ag = inverse agonist of human HTR5A in OPRM1-OPRD1 counter-screen; P47898; HTR5A cell line, luminescence, inverse agonism; inhibition, % at 9.3 µM; 0.083% of 340,000 active; AID 504634; in the data active = inhibition mostly above about 23%, no sharp cut-off; inactive = mostly below about 18%;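 also: 0% = cells with DMSO and 100% = no-cell wells with DMSO; some compounds called inactive have numbers as strong as hits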
PKA-R2B activ = activates the human PKA-R2B holoenzyme complex. P22694+P31323. PKA-R2B holoenzyme dissociation, Cy5-IP20 fluorescence polarization; R2B truncated from residue 108, S112A mutant; 0% DMSO only, 100% 113 µM cGMP. activation, % at 11.4 µM. 0.079% of 340,000 active;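 active = activation above a cutoff set at the mean over all compounds plus 3 SD, cut at about 18% in these data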;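 also: higher means more holoenzyme dissociation and a rise in polarization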
MOR-DOR ag = OPRM1-OPRD1 heterodimerization agonism; P35372+P41143; cells, luminescence; activation, % at 9.3 µM; 0.3% of 340,000 active; AID 504326; in the data active = activation above about 18%;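 also: 0% = vehicle-treated cells and 100% = reference agonist; values of inactives mirror those of a sister screen read the other way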
Target sequence (P35372 whole entry, looked up): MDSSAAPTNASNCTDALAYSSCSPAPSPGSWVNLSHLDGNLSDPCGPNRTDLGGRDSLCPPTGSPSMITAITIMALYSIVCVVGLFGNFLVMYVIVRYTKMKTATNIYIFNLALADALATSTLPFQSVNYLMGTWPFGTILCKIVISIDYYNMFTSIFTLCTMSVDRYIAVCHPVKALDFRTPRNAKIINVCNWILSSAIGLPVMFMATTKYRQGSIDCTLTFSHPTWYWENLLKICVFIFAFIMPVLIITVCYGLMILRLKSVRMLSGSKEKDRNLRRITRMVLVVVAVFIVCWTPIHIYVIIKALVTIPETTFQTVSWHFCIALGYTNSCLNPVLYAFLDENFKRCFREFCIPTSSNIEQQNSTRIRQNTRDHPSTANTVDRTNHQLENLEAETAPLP
Target sequence (P41143 whole entry, looked up): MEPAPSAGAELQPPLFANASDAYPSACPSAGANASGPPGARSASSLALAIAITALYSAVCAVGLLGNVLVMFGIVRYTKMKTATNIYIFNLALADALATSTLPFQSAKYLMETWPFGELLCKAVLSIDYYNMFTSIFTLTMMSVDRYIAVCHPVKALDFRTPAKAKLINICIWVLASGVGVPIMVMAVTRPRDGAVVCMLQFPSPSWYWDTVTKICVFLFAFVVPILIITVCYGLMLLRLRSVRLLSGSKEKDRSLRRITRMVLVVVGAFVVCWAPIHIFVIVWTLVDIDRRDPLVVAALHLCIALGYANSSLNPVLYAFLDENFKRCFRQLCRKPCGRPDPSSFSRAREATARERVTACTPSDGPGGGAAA
OPRM1-OPRD1 inv = inverse agonists of human mu-delta opioid receptor heterodimerization | cell-based MOR-DOR heterodimer luminescence, inverse agonism | inhibition, % at 9.3 µM | 0.21% of 340,000 active | AID 504357; in the data active = inhibition above about 22%, passing the limit was not always enough;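 also: 0% = cells with DMSO and 100% = wells without cells with DMSO; values of inactives mirror those of a sister screen read the other way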
DSG3 Ab inh = blocks pemphigus antibody binding to human desmoglein-3; AID 588358; DSG3-coupled beads, scFv-anti-DSG3-GFP binding, flow cytometry; stronger effect = lower value; binding (percent of control), % at 10 µM; 0.48% of 310,000 active;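 active = binding more than 3 SD below its plate's average and above zero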;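 also: hits lower antibody fragment binding to DSG3; some compounds called inactive have numbers as strong as hits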
DAGLB inhibitor = blocks human DAGLB lipase activity; Q8NCG7; HEK293T DAGLB membrane lysate, EnzChek fluorogenic substrate; inhibition, % at 5.17 µM; 0.059% of 340,000 active; AID 504411; in the data active = inhibition above about 34%;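 also: 0% = enzyme with vehicle and 100% = wells lacking enzyme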
Arr AP2 block = human beta-arrestin and AP2 interaction inhibition. FITC-arrestin peptide / GST-AP2 beads, flow cytometry; AP2 beta2 appendage carries R879A mutation. inhibition, % at 10 µM. 0.31% of 340,000 active;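 active = inhibition above a set limit, near 3 SD of compounds lacking own fluorescence, cut at about 54% in these data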;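 also: plate controls were DMSO wells for no effect and 5 µM unlabelled arrestin peptide for full effect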
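System: GST-AP2 R879A bound to glutathione beads, E. coli-expressed. Also added: 50 nM FITC-arrestin peptide. Schedule: compound with beads 12 min RT, then probe 1 h RT. Signal: bead flow cytometry, FITC channel. Read-out basis: percent response.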
HTR5A ag = counter-screen for OPRM1-OPRD1 agonists: human HTR5A agonism. HTR5A agonist assay, luminescence, cell-based. P47898. activation, % at 9.3 µM. 0.61% of 340,000 active; in the data active = activation mostly above about 9.5%, no sharp cut-off; inactive = mostly below about 7.6%;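 also: 0% = cells with vehicle only and 100% = reference agonist; strong numbers were not always called active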
V-ATPase pH = regulators of yeast V-ATPase proton transport. AID 504577. S. cerevisiae, pHLuorin cytosolic pH fluorescence. 0.37% of 350,000 active. response, % at 10 µM; in the data active = response mostly above about 7.3%, no sharp cut-off; inactive = mostly below about 5.4%; also: actives read high; inactives centre near 0; some compounds called inactive have numbers as strong as hits; reference of the scale not given here
PKA-R1A activ = activates the PKA-R1A holoenzyme complex | 0.083% of 340,000 active | PKA-R1A dissociation, Cy5-IP20 fluorescence polarization; scaled: DMSO 0%, 113 µM cGMP 100% | P00514+P68181 | AID 504707 | activation, % at 11.4 µM;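 active = percent activation above the mean of all tested compounds plus 3 SD, cut at about 19% in these data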;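 also: higher means more PKAc released from R1A so a rise in polarization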
Starred values were filed as active, the others as inactive; · = not tested or not shown.

SMILES	HTR5A inv ag	PKA-R2B activ	MOR-DOR ag	OPRM1-OPRD1 inv	DSG3 Ab inh	DAGLB inhibitor	Arr AP2 block	HTR5A ag	V-ATPase pH	PKA-R1A activ
c1ccc(-n2ncc3c(NCCN4CCCCC4)ncnc32)cc1	0	-3	-0.9	4	101	2	-2	-1	6	-2
Cc1ccc(S(=O)(=O)CC(=O)Nc2ccccn2)cc1	10	-6	-1.4	8	108	0	-19	-4	-1	-9
CCOc1ccc(-c2nc(C#N)c(N3CCN(CC)CC3)o2)cc1	-1	-9	0.7	-4	93	-1	-6	0	-1	2
Cc1ccc(Nc2nc(N3CCOCC3)nc(N3CCOCC3)n2)cc1	-3	-1	4.2	-26	104	0	-7	1	-2	-16
C(=C1c2ccccc2-c2ccccc21)c1ccccn1	1	-9	2.7	-14	97	-5	-9	0	-2	8
COCCCNC(=O)CCc1nc2cccnc2n1Cc1ccc(OC)cc1	-20	-9	-2.8	15	92	0	23	-6	7	-4
Cc1ccc[n+](-c2nc([O-])sc2/C=N/Nc2ccc([N+](=O)[O-])cc2)c1	22	8	-4.2	21	118	4	-7	-3	-2	-3
CN(CC(=O)Nc1ccc(F)cc1)C(=O)CCc1nc2ccccc2c(=O)[nH]1	-1	1	-3.1	16	111	0	0	0	0	13
COc1ccc(C2C3=C(CC(C)(C)CC3=O)Nc3c2c(=O)n(C)c(=O)n3C)cc1OC (stereo unspecified)	-4	-5	1.0	-5	103	-6	-9	2	3	5
COc1ccc(C(CCNCc2ccc(N(C)C)cc2)c2ccccc2)cc1 (stereo unspecified)	-15	12	8.3	-46	96	-1	-19	4	0	-7
CCN(CC)C(=O)c1ccc(Cn2cc([N+](=O)[O-])cn2)o1	0	-11	0.8	-5	111	3	-1	0	2	0
CC(C)(C)OC(=O)N1CCC(c2cc(=O)n3[nH]c(-c4ccc(Cl)cc4)cc3n2)CC1	-28	-2	-1.1	7	100	-6	4	10	-2	-7
Cc1noc(C)c1NC(=O)Nc1ccc2c(c1)C(=O)N([C@H](C)CO)C[C@H](C)[C@@H](CN(C)C(=O)NC(C)C)O2	11	0	-2.5	14	105	-1	-1	-2	8	-6
Cc1c(C(c2cc(O)ccc2Cl)c2c(C)n(C)n(-c3ccccc3)c2=O)c(=O)n(-c2ccccc2)n1C	-1	3	-5.2	25	111	-1	13	0	1	-9
C[C@]12c3[nH]c4ccc(Cl)cc4c3CCN1C(=O)[C@@H](CC(=O)NCc1cccc(C(F)(F)F)c1)C[C@@H]2C(=O)N1CCCCC1	-3	-3	-1.6	8	99	-1	-17	1	0	-15
CC1(C(=O)OCC(=O)Nc2ccc3ccccc3c2)CC1(Cl)Cl (stereo unspecified)	-8	-11	12	-55	116	-10	19	3	3	-4
CCOC(=O)C(=O)Nc1nnc(Cc2ccc(OC)c(OC)c2)s1	-25	3	-1.9	11	106	0	-6	-1	0	-7
CCOCCCNC(=O)CN1C(=O)COc2ccc(S(=O)(=O)N3CCOCC3)cc21	-14	-3	-2.3	12	108	-1	7	-2	1	5
O=C1CCCC(O)=C1C1C2=C(CCCC2=O)Oc2ccccc21 (stereo unspecified)	1	-7	0.2	-1	89	0	-5	0	2	-3
COc1cccc(CNCc2cccc(Br)c2)c1OC	0	-7	2.5	-14	98	-1	33	0	5	2
CCCN(CCC)S(=O)(=O)c1ccc(NC(=O)C2CCCO2)cc1 (stereo unspecified)	-6	-12	-2.7	11	119	-1	0	4	-7	-19
COc1cc2c3c(c1)c(N=NC(N)=S)c(O)n3C(C)(C)C=C2C	-22	-1	3.6	-19	92	17	44	7	4	-3
N#Cc1ccc(C(c2nnnn2CCc2ccccc2)N2CCCCCC2)cc1 (stereo unspecified)	16	11	1.8	-11	85	-20	3	-6	4	-3
O=C(C1=C(O)C(=O)N(CCN2CCOCC2)C1c1cccc([N+](=O)[O-])c1)c1cc2ccccc2o1 (stereo unspecified)	·	-2	·	·	98	5	·	·	-2	-3
CC(=NNC(=O)c1cccc(S(=O)(=O)N2CCOCC2)c1)c1ccccc1	6	-8	0.9	-3	111	-1	-4	0	-2	-12
CCOC(=O)Nc1cc(OC)c(OC)cc1Cc1nccc2cc(OC)c(OC)cc12	22	3	-0.9	4	·	0	-13	-2	-1	-1
CCn1cc(C(=O)NN)c(=O)c2cc(F)c(N3CCOCC3)cc21	4	-6	-3.5	16	116	-4	9	-1	-2	4
O=C(O)c1ccccc1NC(=S)NC(=O)c1sc2ccccc2c1Cl	13	7	-3.0	15	103	1	5	2	-4	-5
CC(c1n[nH]c(=S)n1-c1ccc(F)cc1)N1CCCCC1 (stereo unspecified)	-9	-2	-1.5	7	108	-2	-14	3	-1	-6
CC1(C)CC(NC(=O)c2ccc(Cl)c(Cl)c2)CC(C)(C)N1	-5	-1	-1.9	9	110	-1	8	1	2	-2
CCCCNC(=S)N/N=C/c1sccc1C	-3	-1	7.7	-40	98	0	-1	1	3	-6
Cc1c(C(=O)Nc2c(F)cccc2F)sc2ncnc(N3CCN(c4ccccc4)CC3)c12	3	-10	0.5	-3	104	0	4	-1	-4	3
Cc1cc(C)c(NC(=O)C2CCCCN2C)c(C)c1 (stereo unspecified)	2	-2	-1.6	9	103	1	1	-7	-4	-8
C=CCn1c(=O)c2ccccc2n2c(SCC(=O)O)nnc12	5	-4	-2.6	12	97	1	4	-1	-2	-15
O=C(CCSc1ccccc1)Nc1nccs1	7	-10	-1.3	7	·	-2	38	-4	-1	-11
Oc1ccc2ccccc2c1/C=N/c1nc2c(s1)CCCC2	-22	6	3.3	-18	106	-2	-1	8	-3	3
O=[N+]([O-])c1ccc2nc(Cl)nc(-c3ccccc3)c2c1	-10	2	-1.7	10	96	-2	3	3	-3	4
CCN(CC)S(=O)(=O)c1ccc(O)c(C(=O)OCC(=O)NC23CC4CC(CC(C4)C2)C3)c1	-8	1	-0.1	0	95	-2	32	2	-2	-10
O=C(NCc1ccc(Cl)cc1)c1ccccc1CCc1ccccc1	1	-8	0.7	-3	83	-5	5	2	-3	0
CN(C)CCCN(CCCN(C)C)C(=S)Nc1ccc(S(=O)(=O)N2CCOCC2)cc1	-20	1	-2.6	13	107	-1	2	7	-2	3

Retrieved by structure from the entries so far, four records:
SMILES	HTR5A inv ag	PKA-R2B activ	MOR-DOR ag	OPRM1-OPRD1 inv	DSG3 Ab inh	DAGLB inhibitor	Arr AP2 block	HTR5A ag	V-ATPase pH	PKA-R1A activ
CN(C)CCCN(CCCN(C)C)C(=S)Nc1ccc(S(=O)(=O)N2CCOCC2)cc1	-20	1	-2.6	13	107	-1	2	7	-2	3
O=C(NCc1ccc(Cl)cc1)c1ccccc1CCc1ccccc1	1	-8	0.7	-3	83	-5	5	2	-3	0
Oc1ccc2ccccc2c1/C=N/c1nc2c(s1)CCCC2	-22	6	3.3	-18	106	-2	-1	8	-3	3
CCCCNC(=S)N/N=C/c1sccc1C	-3	-1	7.7	-40	98	0	-1	1	3	-6

Next part
SMILES	HTR5A inv ag	PKA-R2B activ	MOR-DOR ag	OPRM1-OPRD1 inv	DSG3 Ab inh	DAGLB inhibitor	Arr AP2 block	HTR5A ag	V-ATPase pH	PKA-R1A activ
O=C1NCCCC1C(=O)N1CCCCC1 (stereo unspecified)	-1	2	0.9	-5	98	-3	13	0	-2	4
Cc1nn(C)cc1CNC(=O)/C=C/c1cnn(C)c1	28	-6	-2.2	11	86	-1	24	-2	-6	0
COCc1cc(C)nc(SCC(=O)Nc2cc3c(cc2C#N)OCO3)c1C#N	-4	-7	-0.2	1	101	-2	14	2	2	10
O=C(CSc1nnc(Cc2ccccc2)o1)NCCN1C(=O)CSC1=O	3	6	0.4	-3	·	-1	-9	1	2	-1
CCn1c(C)[n+](CC)c2ccc(S(=O)(=O)N(C)C)cc21	-9	-18	-1.8	10	101	-1	-19	3	-1	-12
CC(C)c1cccc(C(C)C)c1NC(=O)CNCc1ccccc1F	9	4	4.6	-32	103	-10	7	0	1	-5
CCc1nc(SCC(=O)Nc2ccc(C(=O)O)cc2)n[nH]1	2	-5	-0.3	2	100	1	3	-1	2	-2
CCCCn1c(N)c(N(CC(C)C)C(=O)c2cc(Br)c(Br)s2)c(=O)[nH]c1=O	2	-9	-1.6	6	100	2	22	-2	2	1
CC(C)(C)CC(C)(C)NC(=O)c1ccccc1	3	-2	1.5	-8	102	-2	13	2	1	-5
N#Cc1cn(OCc2ccccc2)c(=O)[nH]c1=O	0	5	-4.8	24	83	-2	16	3	2	-12
N#CC1C(C#N)N2CCCN2C1c1ccc(Cl)cc1 (stereo unspecified)	-3	-3	-2.2	13	·	-1	-1	2	1	7
Cc1ccc(SCc2ccc(C(=O)N3CCCC3)cc2)cc1	-10	1	-3.9	18	103	-6	-13	4	2	-14
O=C(O)CC(NC(=O)c1cccc([N+](=O)[O-])c1)c1ccc2c(c1)OCO2 (stereo unspecified)	-7	-8	-3.2	15	105	1	-14	-4	-1	1
O=C(N/N=C/c1cccn1-c1cccc(C(=O)O)c1)Nc1ccccc1	4	-9	-1.1	6	97	5	1	-1	-4	3
CSc1ccc(OC2CCCCC2NS(=O)(=O)c2ccccc2)cc1 (stereo unspecified)	-13	-1	5.9	-27	92	-7	14	1	3	-1
COc1ccc(-c2cc(C(F)(F)F)nc(SCC(=O)NCCCN3CCOCC3)n2)cc1	-29	-5	-2.5	12	92	0	-5	6	1	-4
O=C(NCCc1ccccc1)C1CCC(CNc2nc(=S)[nH]c3ccccc23)CC1 (stereo unspecified)	3	1	-1.6	9	107	1	32	-1	-3	-8
COn1c(=O)c(-c2cccs2)[n+]([O-])c2ccccc21	-9	-7	-0.5	3	110	-1	4	2	-1	3
Cc1noc(C)c1CSCC(=O)Nc1ccc(S(C)(=O)=O)cc1	1	-1	-2.1	8	97	1	45	3	5	5
COC(CNC(=O)CCc1c(C)nc2c(-c3ccc(F)cc3)c(C)nn2c1C)OC	14	4	-1.7	10	96	-1	3	1	-2	-5
CCOC(=O)c1c(C)[nH]c(C)c1C(=O)COC(=O)c1ccc([N+](=O)[O-])s1	-7	-6	11	-46	·	2	-12	3	2	-2
COc1ccc(Cl)cc1NS(=O)(=O)c1cccc(C(=O)NCC(C)(C)N2CCOCC2)c1	-4	6	-1.8	7	·	0	-3	1	-3	4
C[N+](C)(C)CCC(=O)N1C/C(=C/c2ccccc2)C(=O)/C(=C\c2ccccc2)C1	-5	-6	-2.2	10	95	-9	11	1	3	12
COc1cccc(NC(=O)c2sc(NC(=O)c3ccncc3)nc2C)c1	7	-3	-3.4	17	91	0	-16	-5	-1	-1
COc1ccc(S(=O)(=O)N(C)C[C@@H]2OCc3cnnn3CCCC(=O)N([C@@H](C)CO)C[C@H]2C)cc1	·	7	·	·	103	-4	·	·	-4	5
COc1ccccc1N1CC(C(=O)Nc2ccc(S(=O)(=O)N3CCCC3)cc2)CC1=O (stereo unspecified)	-5	-4	-3.8	17	97	-1	-13	1	-2	-8
CCCCc1nnc(NC(=O)c2ccc(N3CCCC3=O)cc2)s1	3	-15	0.8	-6	102	-2	-10	-1	-4	-3
Cc1nn(-c2ccccc2)c(N)c1-c1ccccc1	-1	-5	-2.4	12	117	0	27	0	-6	1
